MIN6 prolif: induces beta-cell replication in MIN6 cells; 330,000 compounds, 0.29% hits; proliferation, % at 10 µM; MIN6 cells proliferation, ATPlite luminescence, 48 h; cells starved in 0.2% serum; 100% = growth in 10% serum;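 active = compounds whose signal lies at least 3.5 SD above the mean of all wells on their plate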;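 also: 0% = DMSO-treated cells in low-serum medium and 100% = 10% serum control; some compounds called inactive have numbers as strong as hits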
NR3A LBD binder: NR3A (human) ligand-binding domain modulation. NR3A LBD differential scanning fluorimetry, Tm shift; 0% = protein alone, 100% = glycine-bound protein. Tm shift relative to glycine control, % at 25 µM. 340,000 compounds, 2.5% hits. AID 1259313;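 active = melting temperature shift of at least 10% of the positive control shift, at one fixed dose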
TIM10 inh: TIM10 yeast growth inhibition; inhibition, % at 10 µM; 330,000 compounds, 1.4% hits; AID 463195; S. cerevisiae TIM10 strain growth, BacTiter-Glo luminescence, 24 h;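 active = inhibition of 40% or more at the single tested concentration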;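 also: wild-type TIM10 isogenic control strain grown at permissive 25 °C; 0% = DMSO yeast wells and 100% = minimal medium wells without yeast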
NALP3 yeast inh: NALP3 inhibition in yeast; Yeast reconstituted NLRP3/ASC/caspase-1, beta-gal luminescence, 24 h; inhibition, % at 10 µM; 330,000 compounds, 0.39% hits;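 active = inhibition of 50% or more; inactive = inhibition below 50%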;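 also: plate controls were induced DMSO wells for no effect and uninduced yeast grown without galactose for full effect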
tim23-1 inh: growth inhibitors of tim23-1 mutant yeast. inhibition, % at 20 µM. 330,000 compounds, 1.3% hits. S. cerevisiae tim23-1 growth, BacTiter-Glo luminescence, 24 h. AID 463212;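 active = growth inhibition of the mutant yeast at or above 50%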;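 also: temperature-sensitive mutant grown at 25 °C; plate controls were DMSO-treated mutant yeast for no effect and medium wells lacking yeast for full effect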
tim10-1 inh: inhibits growth of tim10-1 mutant yeast | S. cerevisiae tim10-1 ts strain growth, BacTiter-Glo, 24 h | inhibition, % at 20 µM | 330,000 compounds, 2.2% hits;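 active = inhibition of at least 40%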;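 also: mutant grown at 25 °C; 0% = DMSO wells with yeast and 100% = wells holding no yeast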
MPTP block: blocks calcium-induced mitochondrial swelling; isolated mouse mitochondria, Ca2+ swelling absorbance, 30 min; inhibition, % at 10 µM; 360,000 compounds, 1.4% hits;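 active = inhibition of 50% or more, scaled per plate between neutral and stimulator controls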;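 also: 0% = DMSO wells given calcium and 100% = 1 mM EGTA wells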
APJ antag: blocks the human apelin receptor APJ; CHO-K1 APJ beta-arrestin complementation, luminescence; inhibition, % at 20 µM; 330,000 compounds, 0.32% hits;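 active = inhibition above about 40% at 20 µM, limit read from the data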;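 also: cells challenged with 10 nM apelin-13 agonist together with compound; plate controls were apelin-13 plus DMSO wells for no effect and DMSO wells lacking apelin-13 for full effect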
Target sequence (P35414 whole entry, looked up): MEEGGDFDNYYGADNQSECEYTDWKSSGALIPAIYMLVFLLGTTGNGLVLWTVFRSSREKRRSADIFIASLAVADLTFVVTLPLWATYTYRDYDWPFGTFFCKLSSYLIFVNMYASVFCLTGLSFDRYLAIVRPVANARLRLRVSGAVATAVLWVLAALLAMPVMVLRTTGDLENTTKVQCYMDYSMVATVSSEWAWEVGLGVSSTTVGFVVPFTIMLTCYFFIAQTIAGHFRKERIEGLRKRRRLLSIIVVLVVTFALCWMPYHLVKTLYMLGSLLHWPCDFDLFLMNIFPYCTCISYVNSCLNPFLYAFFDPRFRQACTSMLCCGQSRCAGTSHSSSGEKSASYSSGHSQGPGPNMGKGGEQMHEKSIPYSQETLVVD
APJ ag: agonists of human APJ apelin receptor | 330,000 compounds, 0.11% hits | activation, % at 20 µM | P35414 | CHO-K1 APJ PathHunter beta-arrestin, luminescence; 0% DMSO wells, 100% apelin;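 active = activation more than six SD over the plate average, tested at 20 µM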;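 also: 0% = DMSO alone and 100% = apelin-13 at 10 nM; some results filed as inactive read as strong as hits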
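Assay system: engineered CHO-K1 APJ arrestin reporter cells; Amount: 1000 CHO-K1 reporter cells seeded per well; Dosing: one dose, 20 µM compound, 1% DMSO; Times: compound stimulation 90 min at 25 °C, detection 60 min; Measured by: luminescent beta-gal fragment complementation, chemiluminescent substrate; Read-out: APJ–arrestin association signal; Controls: DMSO vs Apelin-13 10 nM.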
* hit, by the source's call; nt = no result given. This is a random part of the collection; 7.2% or so of the library scored in one or more.

structure	TIM10 inh	MIN6 prolif	NR3A LBD binder	APJ ag	MPTP block	tim10-1 inh	NALP3 yeast inh	tim23-1 inh	APJ antag
O=C(CSc1cc(Cl)ccc1Cl)NCC(=O)Nc1ccc(F)c(F)c1F	-4	0	-23	-3	5.8	13	2	4	-8
S=C(NNc1ccc2ccccc2c1)NC1CCCCC1	51*	-6	-5	-8	4.0	49*	7	52*	40
Cc1cc(NC(=O)c2cc([N+](=O)[O-])cc([N+](=O)[O-])c2C)no1	-5	-2	0	3	0.2	-17	5	16	-50
CCC(C(=O)Nc1ccccc1C(=O)N1CCOCC1)N1C(=O)c2ccccc2C1=O (stereo unspecified)	-10	-1	-1	-7	-1.3	13	-5	15	-12
Cn1cnnc1SCc1ccccc1[N+](=O)[O-]	8	0	-1	-2	1.1	2	-6	9	9
CC(=O)N=c1sc2ccccc2n1C	-13	-1	0	1	-5.8	-1	-2	7	24
CCOc1ccc(-c2nn(-c3ccccc3)cc2/C=C2\SC(N)=NC2=O)cc1C	1	-4	-3	-1	0.5	11	-2	14	-3
Cc1ccccc1CS(=O)(=O)CCC(=O)N1CCN(c2ccc(N3CCOCC3)nn2)CC1	7	1	-1	-4	-3.1	9	18	-16	-1
S=c1[nH]nc(-c2cc(-c3ccco3)[nH]n2)n1-c1ccccc1	-3	-5	3	1	0.7	8	10	19	2
Cc1ccc[n+](CC2OCc3ccccc3CO2)c1	-14	5	-3	-3	2.0	2	1	6	11
CCOC(=O)Cn1cnc2c(cnn2-c2ccc(Cl)cc2)c1=O	13	0	-1	-2	3.4	13	20	18	7
CCn1nc(C(=O)OCC(=O)c2c[nH]c3ccccc23)c2ccccc2c1=O	6	1	-2	2	6.1	18	6	23	0
O=C(NCCc1ccc(F)cc1)c1ccc(S(=O)(=O)N2CCCCC2)cc1	42*	-1	2	4	-1.2	42*	15	54*	25
Nc1cc(=O)[nH]c(SCCNS(=O)(=O)c2ccccc2)n1	6	-1	-1	-4	-0.2	6	1	8	5
CCC(=O)OCCNc1cc(SCCC(=O)OC)c2nonc2c1[N+](=O)[O-]	0	-3	2	-14	0.1	7	19	22	20
CN(CCc1cnn(C)c1)Cc1nc(Cc2ccccc2)no1	-3	0	-103	-1	-1.8	11	7	5	-2
Oc1c(N=Nc2ccc(F)cc2)ccc2ccccc12	12	-3	2	-3	7.2	21	40	32	15
CCCN(S(=O)(=O)c1ccc(OCC)cc1)S(=O)(=O)c1cccs1	9	-4	-2	8	0.2	10	-6	14	7
Cc1sc2ncnc(N=Nc3c(O)[nH]c4ccccc34)c2c1C	12	-1	5	3	0.9	22	11	-2	-5
CCOC(=O)c1ccc(NC(=O)CC2SC3=NCCN3C2=O)cc1 (stereo unspecified)	6	5.8*	1	2	-0.4	-7	9	-5	9
O=C(CSc1nc2ccccc2[nH]1)NCCN1CCCCC1	-3	-1	-2	-6	-2.6	2	-2	6	14
CCc1csc(CCNC(=O)C2CCC(=O)N(CCOC)C2)n1 (stereo unspecified)	-2	-3	-1	0	-0.4	-5	9	-3	14
CC1CCC(NC(=O)C(=O)Nc2ccc3c(c2)OCO3)CC1 (stereo unspecified)	-2	-5	2	1	0.1	-4	9	3	-10
CC(=O)C1=C(O)C(=O)N(CCc2c[nH]c3ccccc23)C1c1ccc(O)cc1 (stereo unspecified)	-10	-2	2	-3	0.9	17	11	-11	13
CCOc1ccccc1OCCCC(=O)Nc1cc(S(=O)(=O)N2CCOCC2)ccc1OC	8	-3	2	-5	-0.4	3	22	6	7
CCOC(=O)[C@H]1[C@H]2COc3ccc(Br)cc3[C@@H]2N2C(=O)CN(Cc3ccc(OC)cc3)C(=O)[C@@]12C	8	-5	0	-1	-0.3	8	-8	25	-2
O=C(CCC(=O)N1CCN(c2ccccn2)CC1)c1ccc(Cl)s1	-16	2	-2	1	-0.7	-8	0	10	8
Cc1ccccc1-c1noc(CNC(=O)c2ccco2)n1	-1	-2	-2	0	1.3	-10	23	-3	3
Cc1ccccc1Nc1nc(N)c2ccccc2n1	23	-5	6	-4	2.4	28	17	27	-6
COc1ccc(S(=O)(=O)N2CCSC2)cc1C	15	-1	2	-3	0.9	1	29	19	-24

Compound profiles, as listed above:
CCOC(=O)c1ccc(NC(=O)CC2SC3=NCCN3C2=O)cc1 (stereo unspecified) across the screens: TIM10 inh: 6; MIN6 prolif: 5.8*; NR3A LBD binder: 1; APJ ag: 2; MPTP block: -0.4; tim10-1 inh: -7; NALP3 yeast inh: 9; tim23-1 inh: -5; APJ antag: 9
CCOC(=O)[C@H]1[C@H]2COc3ccc(Br)cc3[C@@H]2N2C(=O)CN(Cc3ccc(OC)cc3)C(=O)[C@@]12C across the screens: TIM10 inh: 8; MIN6 prolif: -5; NR3A LBD binder: 0; APJ ag: -1; MPTP block: -0.3; tim10-1 inh: 8; NALP3 yeast inh: -8; tim23-1 inh: 25; APJ antag: -2

(further entries)
structure	TIM10 inh	MIN6 prolif	NR3A LBD binder	APJ ag	MPTP block	tim10-1 inh	NALP3 yeast inh	tim23-1 inh	APJ antag
O=C(NCCNc1ccc([N+](=O)[O-])cc1C(F)(F)F)c1ccc(F)cc1	23	0	-23	1	6.5	22	29	35	18
CCOc1ccc(C(=O)Nc2ccccc2OC(F)F)cc1	3	0	0	-1	0.4	9	13	14	-3
COc1ccccc1OCCC(=O)OCC(=O)NC(C)c1ccccc1 (stereo unspecified)	18	4	-2	-1	0.7	21	15	25	1
O=C(Nc1cc(Br)ccc1O)c1cc(-c2ccccc2)on1	0	-5	-1	1	1.1	11	-1	13	-16
CCC(C)NCCCOc1c(C)cc(C)cc1Br (stereo unspecified)	3	0	-1	-4	1.9	13	22	-3	14
CCOc1ccccc1C(=O)NCC(=O)NCC(C)(C)N1CCOCC1	5	1	0	-3	0.2	-18	32	-4	18
COc1ccc(NC(=O)CN2CCN(CC(=O)Nc3ccc(F)cc3)CC2)c(OC)c1	13	-2	2	-5	-0.5	3	21	25	-12
Cc1ccc(C)c(N(CC(=O)NC2CCCCC2)C(=O)c2csnn2)c1	17	-1	-2	-4	0.4	14	-4	8	26
N/C(Cc1ccc([N+](=O)[O-])cc1)=N\OC(=O)Cc1ccc(Cl)cc1	41*	-5	-9	3	0.1	66*	33	37	-43
CC(=O)N1CCN(C(=O)COc2ccc(Br)cc2)CC1	-3	0	0	-2	1.2	0	-9	-1	11
CS(=O)(=O)NCCSc1nnnn1-c1ccccc1	3	2	1	-3	-2.6	0	11	14	5
CC(C)CC(NC(=O)COc1ccccc1)C(=O)O (stereo unspecified)	3	0	10	1	34	5	8	6	-7
COc1ccc(CC(=O)OCC(=O)Nc2c(C)n(C)n(-c3ccccc3)c2=O)cc1OC	-5	-2	0	0	-1.3	5	-3	5	-41
CCOc1cc(/C=N/NC(=O)c2ccncc2)ccc1OC(=O)c1ccc([N+](=O)[O-])cc1	9	0	-1	0	0.4	28	-1	15	-51
COC(=O)C1=CN(c2ccc(OC)cc2)C=C(C(=O)OC)C1c1ccc(C)c([N+](=O)[O-])c1	14	-5	3	-4	0.3	7	21	9	9
COCCC(=O)N1CCC(Oc2ccc(C(=O)NC3Cc4ccccc4C3)cc2)CC1	-1	2	-1	-1	-0.4	20	2	11	3
Cc1cc2c(cc1S(=O)(=O)N1CCc3ccccc31)NC(=O)CO2	-11	-1	-1	0	-0.8	27	15	11	-24
CCOc1ccc(-c2nn(-c3ccccc3)cc2/C=C(\C#N)S(=O)(=O)c2ccccc2)cc1C	9	-2	0	1	-1.2	21	13	15	1
CCCCNC(=O)NNC(=O)COc1cc(C)cc(C)c1	-7	-1	4	-2	8.5	3	3	10	1
Cc1ccccc1C(=O)N1CCC(C(=O)NC2CCCC2)CC1	4	0	-1	-2	-0.7	-14	12	-6	-2
CNC(=O)c1c(C)[nH]c(=S)c(C#N)c1-c1ccco1	1	-2	2	-9	0.6	19	0	-5	5
O=C(O)COc1cccc(NC(=O)C2CCCO2)c1 (stereo unspecified)	-6	-2	2	-2	0.0	6	-10	1	29
CN1CCN(NC(=O)COc2cccc(C(F)(F)F)c2)CC1	-1	0	13*	1	-0.1	8	8	-1	17
Cc1nn(C2CCS(=O)(=O)C2)c2nc(C3CC3)cc(C(=O)Nc3ccc(C(N)=O)cc3)c12 (stereo unspecified)	7	0	1	-4	-0.3	-5	5	-8	8
CNC(=S)Nc1ccc([N+](=O)[O-])cc1C	5	9.9*	0	-3	-2.1	6	9	-2	10
CCOC(=O)C1=C(c2ccccc2)NC(SCC(=O)NC2CCCCC2)=C(C#N)C1c1ccco1 (stereo unspecified)	5	-2	-5	0	8.9	8	20	20	10
COc1ccc(CNC(=O)CN(C)S(=O)(=O)c2ccccc2)cc1	8	-1	-1	0	0.3	1	18	17	-4
COc1cccc(NC(=O)[C@@H]2CCC(=O)N2C2OC(=O)c3ccccc32)c1 (stereo partly specified)	-3	-3	-2	1	-2.8	-7	0	5	-51
CC(C)CCn1c(N)c(S(=O)(=O)c2cccs2)c2nc3ccccc3nc21	16	-6	2	-7	25	17	6	31	34
CCCN(CC(=O)Nc1ccccc1C)C(=O)c1ccc(N2CCCCC2)c([N+](=O)[O-])c1	2	9	2	-8	-1.4	9	16	26	18
COc1ccc(C)cc1S(=O)(=O)N1CCN(c2cccc(C(F)(F)F)c2)CC1	14	-6	-5	2	-2.0	35	2	6	-8
O=C(c1ccccc1)c1c[nH]c(C(=O)NCc2cccnc2)c1	2	-1	-1	-3	-1.2	-3	15	-23	1
CCCCN(Cc1ccccc1)C(=O)c1cnc2n(c1=O)CCS2	-8	0	-1	1	-1.3	4	3	8	14
S=C1NCN(Cc2cccnc2)CN1	14	-1	0	-4	0.8	10	-6	11	10
Cc1ccc(C(=O)Nc2ccc(C(=O)O)cc2)cc1S(=O)(=O)NCc1ccccc1	13	-2	0	3	0.2	13	6	10	16
O=C(N/N=C/c1ccnc2ccccc12)c1ccccc1O	3	-1	-7	-4	0.6	-1	1	-9	16
C=C(C)C(=O)OCC(O)COc1ccc(C(C)(C)c2ccc(OCC(O)COC(=O)C(=C)C)cc2)cc1 (stereo unspecified)	18	-8	-13	3	-3.0	18	11	24	-7
CCOC(=O)c1cc(-c2ccc(C)cc2)n(CCC(=O)N2CCN(c3ccccn3)CC2)c1C	28	-1	13*	0	-3.1	29	27	25	-2
O=C(O)c1coc2ccccc12	-4	2	0	-4	nt	-6	26	-7	10
CCOC(=O)CNC(=O)c1c2c(nc3ccccc13)CCCC2	-2	-4	2	-4	-0.6	-1	5	5	-7
O=C1CC(N2CCCN(C3CC(=O)N(c4ccc(F)cc4)C3=O)CC2)C(=O)N1c1ccc(F)cc1 (stereo unspecified)	22	-2	1	-5	-1.4	47*	26	36	12
CC(C)C[C@H](NC(=O)c1nc[nH]c1C(=O)N1CCN(c2ccccc2)CC1)C(=O)OCc1ccccc1	13	-8	-31	-3	2.3	20	3	20	5
CCN(CC(=O)Nc1ccc(S(=O)(=O)N2CCCC2)cc1)CC(=O)Nc1cccc(OC)c1	-4	0	0	-7	0.2	-5	12	5	-1
O=C(O)c1cc2c(N3CCC(Cc4ccccc4)CC3)ncnc2s1	-1	-3	0	0	-0.7	21	-10	17	9
